High-throughput results as filed in PubChem BioAssay.
esBAF inh: Bmi1 luciferase reporter increase in mESCs, primary screen, esBAF inhibitor project, mouse ES cells, Bmi1 luciferase knock-in, single point. 24 h; 100% = twice the neutral-well signal. reporter increase, % at 12.5 µM. actives 2% (n = 350,000). AID 602393, 2012; in the data active = activation above about 40%; inconclusive = no clear call, values can overlap the other calls;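 also: 0% = median of the plate's neutral control wells and 100% = double that signal; a rise in the Bmi1 reporter signal indicates esBAF inhibition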
CASP6 VEID inh: human caspase-6 inhibitors, primary screen, biochemical, VEID-R110 fluorescence, single point, set 2. P55212. purified caspase-6, Z-VEID-R110 cleavage fluorescence. inhibition, % at 12.5 µM. actives 0.53% (n = 350,000). AID 686996, 2013;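 active = mean inhibition across replicates at least about 35%, with every replicate also reaching that limit, limit read from the data; inconclusive = only one of the two criteria met; inactive = neither criterion met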;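 also: 0% = median of neutral control wells and 100% = no fluorescence left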
Target sequence (P55212 24-179 limits assumed): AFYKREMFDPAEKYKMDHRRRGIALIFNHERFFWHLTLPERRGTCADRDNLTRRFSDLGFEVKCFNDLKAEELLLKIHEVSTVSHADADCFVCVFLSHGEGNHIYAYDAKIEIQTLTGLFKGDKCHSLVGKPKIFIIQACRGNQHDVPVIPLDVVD
Target sequence (P55212 194-293 limits assumed): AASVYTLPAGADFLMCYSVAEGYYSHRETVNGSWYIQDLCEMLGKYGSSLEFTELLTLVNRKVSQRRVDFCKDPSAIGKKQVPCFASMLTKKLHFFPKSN
LGR2 antag: inhibitors of bursicon-induced LGR2 CRE-luciferase signal, primary screen, cell-based, HEK293, CRE-luciferase reporter, bursicon stimulation; Drosophila bursicon receptor LGR2 (rickets); bursicon-stimulated, 4 h; inhibition, % at 9.99 µM; actives 0.35% (n = 380,000); AID 720647, 2013;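 active = drop in luminescence signal, shown as inhibition above about 50% in the replicate tests, limit read from the data, passing the limit was not always enough; inconclusive = probably only some replicates passing the limit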;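 also: agonist challenge used bursicon conditioned medium at about half maximal strength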
S100A4 MyoIIA: inhibitors of S100A4-myosin IIA peptide binding, primary screen, biochemical, fluorescence polarization, TAMRA-MyoIIA peptide. Protein S100-A4 (Homo sapiens), P26447. inhibition, % at 10.7 µM. actives 0.14% (n = 360,000);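 active = mean inhibition of at least 70% across replicates, with every replicate also reaching that level; inconclusive = mean inhibition reaches 70% but some replicates fall short; inactive = mean inhibition below 70%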
Target sequence (P26447 whole entry, looked up): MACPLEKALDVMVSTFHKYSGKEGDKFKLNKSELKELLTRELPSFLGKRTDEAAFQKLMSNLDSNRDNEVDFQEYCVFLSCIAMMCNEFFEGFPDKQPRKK
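Material: S100A4 monomer protein | Medium: HEPES pH 7.2 with CaCl2, KCl, NaCl, DTT, Triton | Reagent: Labelled myosin peptide probe, 5 nM | Doses: One dose per compound | Times: 5 min incubation before reading | Benchmarks: Neutral control DMSO, positive control TFP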
Statin myotox sup: suppressors of statin myotoxicity in C2C12 myotubes, primary screen, cell-based, single point, plate reader; C2C12 myotubes + simvastatin, ATP luminescence, 48 h; scaled: DMSO 0, geranylgeraniol control 100; rescue of ATP level, % at 7.49 µM; actives 0.78% (n = 330,000); AID 602340, 2012;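 active = mean ATP rescue above about 67%, or every replicate alone reaching that limit, limit read from the data, passing the limit was not always enough; inconclusive = no clear call, values can overlap the other calls; inactive = mean under the limit and some replicate under it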;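 also: myotubes were challenged with 10 µM simvastatin during compound exposure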
FN deposit inh: inhibitors of fibronectin matrix deposition, primary screen, AH1F cells, Alexa488-fibronectin fluorescence, plate reader | actives 0.086% (n = 350,000) | AH1F fibroblasts, overnight | AID 743247, 2014 | inhibition, % at 12.6 µM;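 active = mean inhibition across replicates of 30% or more, regardless of how many single replicates reach that level; inconclusive = mean under 30% yet at least half of replicates reach 30%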;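 also: positive control wells lacked labelled fibronectin entirely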
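Assay system: AH1F fibroblasts assembling fluorescent fibronectin matrix; Amount: 10000 AH1F cells per well; Buffer or medium: DMEM, 2% serum; Probe or stimulus: Alexa488-fibronectin, 24 nM final in well; Doses: single compound dose, delivered by pin transfer; Incubation: 1 h adhesion, overnight exposure; Measured by: fluorescence 485/525 nm; Read-out: fibronectin deposition inhibition.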
SIRT5 block: SIRT5 desuccinylase inhibitors, primary screen, biochemical, fluorescence imaging, single point, set 5; NAD-dependent protein deacylase sirtuin-5, mitochondrial (Homo sapiens), Q9NXA8; Purified SirT5, succinyl-peptide AMC, trypsin-coupled fluorescence; inhibition, % at 15 µM; actives 1.1% (n = 330,000); AID 652115, 2013; in the data active = inhibition above about 15%; inconclusive = no clear call, values can overlap the other calls
Target sequence (Q9NXA8 whole entry, looked up): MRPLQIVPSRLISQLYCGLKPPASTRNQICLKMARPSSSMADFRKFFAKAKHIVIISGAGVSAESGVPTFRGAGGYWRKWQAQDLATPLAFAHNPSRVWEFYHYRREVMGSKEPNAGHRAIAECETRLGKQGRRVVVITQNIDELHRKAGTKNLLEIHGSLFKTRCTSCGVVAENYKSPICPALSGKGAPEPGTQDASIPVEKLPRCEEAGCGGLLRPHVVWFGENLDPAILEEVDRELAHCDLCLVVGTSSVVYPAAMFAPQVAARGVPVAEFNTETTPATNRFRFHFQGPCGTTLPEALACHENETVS
* hit, by the source's call; ? = inconclusive; . = no result given; & = joins results of further samples. These rows are one share of the data. The share of hits here may be higher or lower than overall.

SMILES	esBAF inh	CASP6 VEID inh	LGR2 antag	S100A4 MyoIIA	Statin myotox sup	FN deposit inh	SIRT5 block
O=C1OC[C@H]2CCCN2C(=O)[C@@H](CC(=O)N(CCO)Cc2ccccc2)C/C=C\CC[C@@H]1Cc1ccc(F)cc1	4	-1	-5	1	6	5	3
O=C(C[C@H]1CC[C@H](NC(=O)c2ccc(F)cc2)[C@H](CO)O1)NCCc1ccncc1	0	-1	-10	0	0	.	-3
CC(C)(C)c1ccc(NC(=O)Cn2cnc3cc([N+](=O)[O-])ccc3c2=O)cc1	.	.	-8	1	.	-2	-10
O=C(COC(=O)CCc1ccccc1)NNC(=O)c1ccccc1	-2	3	-6	-1	4	9	-1
C=C(C)C(O)CC/C(C)=C/Cc1c(O)ccc(C(=O)/C=C/c2ccc(O)cc2)c1O (stereo not drawn)	-4	-2	17	-2	10	.	.
Cc1cccc(C)c1NC(=O)C1(C)CSCC(=O)N1CCC(C)C (stereo not drawn)	.	0	8	2	.	13	4
O=C(c1ccc([N+](=O)[O-])cc1)N1CCN(Cc2ccccc2)CC1	18	.	-19	.	-1	0	.
COC(=O)c1ccc(N/N=C/c2cc([N+](=O)[O-])cc(OC)c2O)cc1	31	3	-26	0	4	-14	1
O=C(O)CC(Sc1ccc(Cl)cc1)C(=O)Nc1ccccc1 (stereo not drawn)	.	-5	-21	-6	.	10	.
CC1CCCN(c2ccc([N+](=O)[O-])s2)C1 (stereo not drawn)	.	6	-5	2	.	-9	-4
CC(C)COP(=O)(OCC(C)C)C(O)c1ccc2c(c1)OCO2 (stereo not drawn)	-4	-3	-14	5	-5	-6	1
COc1ccccc1S(=O)(=O)N1CC[C@@H]2[C@H]1c1cc(-c3ccc(C#N)cc3)ccc1N[C@@H]2CO	5	4	-2	-1	-17	24	3
C=CCn1c(C)nnc1SCC(=O)Nc1ccccc1C(=O)NC1CC1	-4	-1	3	4	3	-4	-1
COc1ccc(C(=O)Nc2ccc3c(c2)OC[C@@H](C)NC[C@@H](C)[C@@H](OC)CN(C)C3=O)cc1	-8	-6	29	-11	10	-8	-3
ClCc1csc(-c2ccccc2Cl)n1	.	0	6	-4	.	10	-4
COCCNC(=O)c1ccc2c(c1)C(=O)c1ccccc1-2	6	1	-25	2	9	-3	-8
COc1ccc(NC(=O)CCN2C(=O)[C@@H]3[C@H](C2=O)[C@H]2C=C[C@@H]3C2)cc1	.	1	-5	-26	.	-1	-4
COc1ccc(-c2cc(C(F)(F)F)nc(N3CCOCC3)n2)cc1OC	-26	.	.	.	-14	-10	.
CO[C@H]1CN(C)C(=O)c2cc(C#N)ccc2OC[C@@H]2O[C@@H](CC[C@H]2OC)CCN(C)C(=O)[C@H]1C	1	0	-31	-4	0	1	0
Cc1ccc(C2CCN(C(=S)NC(C)C)C2)cc1 (stereo not drawn)	4	-2	-5	9	-9	4	5
CCOc1ccc(N(CC(=O)Nc2ccc(C)cc2)S(=O)(=O)c2c(C)noc2C)cc1	4	0	-13	1	18	-12	.
CC1(C)CC(=O)/C(=C\c2cccc([N+](=O)[O-])c2)C(C)(C)N1	.	3	6	0	.	15	5
C[C@H]1CN([C@@H](C)CO)C(=O)c2cc(/C=C/c3ccccc3)cnc2O[C@@H]1CN(C)Cc1cccnc1	-2	0	4	11	9	.	-10
CCOc1ccccc1N1CCN(C(=O)CN2C(=O)NC3(CCCC3)C2=O)CC1	-1	-3	9	-22	6	.	-4
Cc1ccc(-n2ncc3c(NNC(=O)c4ccco4)ncnc32)cc1C	6	0	4	-3	-4	.	-1
(further entries)
SMILES	esBAF inh	CASP6 VEID inh	LGR2 antag	S100A4 MyoIIA	Statin myotox sup	FN deposit inh	SIRT5 block
Cn1nccc1C(=O)N1CCC(Cc2ccccc2)CC1	1	5	11	-6	7	.	8
C[C@@H]1CN([C@H](C)CO)C(=O)c2cc(C#Cc3cccnc3)cnc2O[C@H]1CN(C)Cc1ccc(F)cc1	2	.	9	-3	2	.	2
O=C(N/N=C/c1ccc(F)c(F)c1)c1cccc(S(=O)(=O)N2CCCCC2)c1	4	-3	-3	0	6	4	0
COc1ccc(C(C(=O)NCc2ccccc2)n2c(-c3ccncc3)nc3ccccc32)cc1 (stereo not drawn)	.	1	-31	0	.	-13	.
Cc1ccc2nc3n(c2c1)CCCN3	2	-2	2	-3	1	0	-1
CC(C)C(=O)NC(=S)Nc1sc2c(c1C(N)=O)CCCC2	.	4	.	3	.	13	5
O=C1OC(Cc2ccccc2)(c2ccccc2)c2ccccc21 (stereo not drawn)	.	-3	7	-1	.	0	.
CCOC(=O)C1=C(C)NC(C)=C(C(=O)OCC)C1C(=O)OCC(=O)N(C)C	-4	-3	1	-1	-21	0	0
Cc1ccc(S(=O)(=O)N(C)C[C@@H]2Oc3ccc(NS(=O)(=O)c4c(C)noc4C)cc3C(=O)N([C@H](C)CO)C[C@H]2C)cc1	-1	2	6	-42	-16	.	-7
Cc1cnn(C(=S)NCc2ccco2)c1	0	.	.	.	1	21	.
N#C[C@H]1[C@H](c2ccc(C#CC3CCCC3)cc2)[C@H](CO)N1C(=O)Nc1ccc(F)cc1	3	2	2	-11	38	-11	1
Cc1cccc(NC(=O)Cc2cccs2)n1	26	.	.	.	1	1	.
Cc1ccnc(NS(=O)(=O)c2ccc(NC(=O)Cc3ccc(Cl)cc3)cc2)n1	-7	8	1	-3	14	-3	0
N#C/C(=C\c1c(N2CCCCC2)nc2ccccn2c1=O)C(=O)NCc1ccco1	.	4	3	8	.	1	.
CC12CN(Cc3ccccc3)CC(C)(CN(Cc3ccccc3)C1)C2=O	.	3	-1	1	.	6	-5
Cc1ccc(S(=O)(=O)N(C)C[C@H]2Oc3ccc(NC(=O)CCCCCC(=O)Nc4ccccc4N)cc3C(=O)N([C@@H](C)CO)C[C@H]2C)cc1	3	3	-7	7	-31	.	1
CNC[C@@H]1Oc2c(NC(=O)NC3CCCCC3)cccc2C(=O)N([C@H](C)CO)C[C@H]1C	6	-1	4	2	-2	-1	3
COCCCNc1nc(N)c([N+](=O)[O-])c(Nc2ccccc2OC)n1	10	-4	.	-17	17	3	-4
CCOc1ccc(Cl)cc1S(=O)(=O)N1CCC(C(=O)NC2CC2)CC1	-3	-1	-19	0	0	0	2
CC(C)(C)N(Cc1nc(-c2ccccc2)no1)C(=O)c1ccc2c(c1)OCO2	-9	0	4	-1	7	2	-1
Cc1noc(NS(=O)(=O)c2ccc(N/C=C\C(=O)c3ccccc3)cc2)c1C	.	4	-11	0	.	-8	1
O=C(Nc1ccccc1)C1=C[C@H](C2CCCCC2)C[C@H](OCCCCO)O1	?	-5	-42	-3	3	-13	.
CN(C)c1ccc(CNC(=O)c2ccc(CNc3c(N4CCCCC4)c(=O)c3=O)cc2)cc1	-3	3	0	1	20	-5	-1
CCOC(=O)C1=C(C)NC(C)=C(C(=O)OCC)C1c1ccc(C)o1	.	3	5	-10	.	3	-5
CC(C)(C)OC(=O)C[C@H]1C/C=C\C[C@@H](CC(=O)NCCO)C(=O)NCCOC1=O	-7	2	3	-2	11	7	4
Following part:
SMILES	esBAF inh	CASP6 VEID inh	LGR2 antag	S100A4 MyoIIA	Statin myotox sup	FN deposit inh	SIRT5 block
COc1c(C)cc(C(=O)C2CCCN(C(=O)CCc3scnc3C)C2)cc1C (stereo not drawn)	.	0	4	-1	.	6	-4
CCCCN1CNC(=S)N(Cc2ccccc2)C1	.	0	2	-13	.	1	-1
Cc1ccc(C(=O)CC(C(=O)O)n2ccc(C)n2)cc1 (stereo not drawn)	2	-2	.	-3	10	6	2
C[C@@H]1CN([C@@H](C)CO)C(=O)c2cccc(NC(=O)C3CCOCC3)c2O[C@@H]1CN(C)Cc1ccncc1	3	1	-6	-3	-1	-5	1
Cc1cc(C)n2nc(C(=O)OCC(=O)c3ccccc3)nc2n1	0	-6	2	-1	-3	-5	.
CCC(=O)Nc1ccc2c(c1)C(=O)N(C)C[C@H](OC)[C@H](C)CN(CCC(F)(F)F)[C@H](C)CO2	-2	1	-1	2	4	-4	4
Nc1cc2c(cc1Br)-c1ccc(F)cc1C2O (stereo not drawn)	?	-1	-22	-3	8	-2	.
O=C(Oc1ccc(Cl)cc1)c1ccc(N2CCOCC2)c([N+](=O)[O-])c1	.	-4	1	-24	.	-3	-9
CO[C@@H]1CN(C)C(=O)c2cc(NC(=O)C3CCCCC3)ccc2OC[C@@H](C)N(Cc2nccs2)C[C@@H]1C	9	4	-5	-1	11	-3	-3
CN(C)C(=O)C[C@@H]1CC[C@H]2[C@@H](COC[C@@H](O)CN2C(=O)C2CCCC2)O1	-3	.	5	.	14	-3	.
Cc1ccc2nc(-c3ccccc3O)c(Nc3ccc4c(c3)OCCO4)n2c1	.	-1	7	1	.	0	0
CC(=O)Nc1ccc(NC(=O)C2C3CCC(C3)C2C(=O)O)cc1 (stereo not drawn)	-3	-3	13	-3	-8	1	-2
Cc1ccc(S(=O)(=O)Nc2cccc3c2O[C@H](CN(C)C(=O)Nc2ccc4c(c2)OCO4)[C@@H](C)CN([C@H](C)CO)C3=O)cc1	49*	0	-4	-10	18	.	-1
O=C(COC(=O)Cc1ccccc1F)NCCc1ccccc1	2	3	-11	4	11	10	-2
CC(=O)Nc1ccc(-c2ccccc2)s1	-10	.	-5	.	9	.	.
COCCCNC(=O)/C(C#N)=C/c1c(N2CCN(c3cccc(Cl)c3)CC2)nc2c(C)cccn2c1=O	9	2	25	-2	10	-3	-9
Cc1ccc(NC(=O)c2ccccn2)c(Br)c1	.	0	-26	-2	.	0	-5
O=S(=O)(NCc1ccccn1)c1ccccn1	0	-4	-1	-3	5	-6	.
C[C@H](CO)N1C[C@H](C)[C@@H](CN(C)S(=O)(=O)c2cccs2)Oc2ccc(NS(=O)(=O)c3ccccc3)cc2CC1=O	-4	0	16&2	-4	-1	2	1
O=C(O)/C=C/C(=O)N1CCN(S(=O)(=O)c2cc(C(F)(F)F)ccc2Cl)CC1	.	-1	5	4	.	3	1
COc1ccc(COCC(O)CN2CCc3ccccc3C2)cc1OC (stereo not drawn)	-8	-1	9	1	5	5	-3
CO[C@@H]1CN(C)C(=O)c2cc(NS(=O)(=O)c3ccccc3C)ccc2OC[C@H](C)NC[C@@H]1C	0	4	-15	10	-3	0	-2
O=C(c1ccccc1)N1CC2(C1)[C@H](c1ccccc1)[C@@H](CO)N2CC1CC1	.	0	1	-11	.	.	-1
CCOC(=O)c1ccc(COC(=O)CCc2nc3ccccc3[nH]c2=O)o1	-4	.	.	.	16	7	.
